Screening data: PubChem, National Center for Advancing Translational Sciences (NCATS)
PLK1 PBD inh – qHTS for Inhibitors of PLK1-PDB (polo-like kinase 1 - polo-box domain): Primary Screen; Plk1 PBD binding of FITC phosphopeptide, fluorescence polarization; Potency, µM, for inactives: max response, negative = inhibition, actives largely listed as inhibitors; 2.8% of 360,000 active; AID 720504, 2013; further: potency means the concentration at half of the fitted maximal effect; series mostly up to about 57 µM; on the % scale 0 is the no-effect control and ±100 the full control effect; nearly all actives have a fitted effect of over 65% in size
Target sequence (P53350 whole entry, looked up, the tested form may be a part): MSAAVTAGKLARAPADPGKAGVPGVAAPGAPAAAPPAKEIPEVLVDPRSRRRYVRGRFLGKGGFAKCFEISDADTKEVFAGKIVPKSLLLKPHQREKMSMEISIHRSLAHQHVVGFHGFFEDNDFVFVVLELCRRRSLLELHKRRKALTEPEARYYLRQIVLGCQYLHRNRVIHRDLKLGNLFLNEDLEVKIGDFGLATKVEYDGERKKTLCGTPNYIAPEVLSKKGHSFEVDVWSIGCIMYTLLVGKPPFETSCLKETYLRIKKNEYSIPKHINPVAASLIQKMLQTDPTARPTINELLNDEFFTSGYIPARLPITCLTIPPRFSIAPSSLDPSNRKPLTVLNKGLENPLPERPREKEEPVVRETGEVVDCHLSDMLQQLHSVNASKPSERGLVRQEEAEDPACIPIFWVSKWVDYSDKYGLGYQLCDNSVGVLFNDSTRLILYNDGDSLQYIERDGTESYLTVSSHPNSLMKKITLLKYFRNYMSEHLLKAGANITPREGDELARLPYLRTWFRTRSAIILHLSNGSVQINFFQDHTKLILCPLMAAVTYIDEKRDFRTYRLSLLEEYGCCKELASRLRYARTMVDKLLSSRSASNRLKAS
EPAC1 agonist – qHTS for Agonist of cAMP-regulated guanine nucleotide exchange factor 3 (EPAC1): primary screen; Potency, µM (titrated, usually from 154 µM), without a hit: top-dose activation, actives largely listed as activators; 0.073% of 360,000 active; AID 720707, 2013; EPAC1 agonist qHTS, biochemical assay; response scale: 100% = response to 6.5 mM cAMP; Rap guanine nucleotide exchange factor 3 (Homo sapiens), O95398; further: potency means the concentration at half of the fitted maximal effect; nearly all actives have a fitted effect of over 60% in size
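Multi-concentration qHTS readout: loss of Rap1B-bound BODIPY-GDP fluorescence driven by 100 nM EPAC1 with excess GDP (50 uM), monitored kinetically at room temperature; agonist response expressed relative to 6.5 mM cAMP.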
WRN helicase inh – qHTS for Inhibitors of WRN Helicase; 0.46% of 360,000 active; Bifunctional 3'-5' exonuclease/ATP-dependent helicase WRN (Homo sapiens), Q14191; Potency, µM (series often up to 114 µM), inactives show at the highest dose activity change, negative = inhibition, hits mostly inhibitors; WRN helicase unwinding, fluorescent forked duplex, kinetic; further: potency means the concentration at half of the fitted maximal effect; on the % scale 0 is the no-effect control and ±100 the full control effect; nearly all actives have a fitted effect of over 55% in size
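Enzyme (20 nM final) and test compound sit together 15 min at room temperature before substrate addition. Substrate is a single-forked duplex oligonucleotide (100 nM) labelled with fluorophore and quencher, with 2 mM ATP; helicase unwinding raises red fluorescence, read kinetically.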
IL2 activator – qHTS of IL-2 Activators. 0.065% of 360,000 active. IL-2 activation reporter assay, cell-based qHTS; stimulated with anti-CD3/CD4/CD28 beads; in transgenic mouse T cells. activation, % (series mostly up to about 46 µM); in the data active means activation above about 50%; inconclusive means mostly about 30% to 49%; further: 0% is about no effect
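EGFP and DsRed fluorescence is measured by plate cytometry in unstimulated transgenic mouse T cells exposed to compound for 60 minutes, then stimulated 18 hours at 37 degrees C with anti-CD3/anti-CD4 beads plus anti-CD28.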
FUS yeast rescue – qHTS for Suppressors of FUS Proteinopathy: Primary screen using FUS-linked yeast assay; S. cerevisiae FUS-expressing, growth rescue, OD600, 24 h; 0.24% of 390,000 active; Potency, µM (highest dose often 76.6 µM), for inactives: at the top dose growth rescue (activation), hits mostly activators; AID 1347120, 2019;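 further: potency means the concentration at half of the fitted maximal effect; plate controls were DMSO vehicle for no effect and reference control for full effect; nearly all actives have a fitted effect of over 55% in size; some results filed as inactive show a strong effect at the top dose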
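Toxicity suppression screen in FUS-yeast. Cells induced with 2% galactose, starting OD 0.005, treated 24hr at 30C with compounds at multiple final concentrations; growth by OD600.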
PI5P4Ka inh – qHTS for Inhibitors of phosphatidylinositol 5-phosphate 4-kinase (PI5P4K); PI5P4Kalpha enzyme, ADP-Glo luminescence, 60 min; hits give low values; max response, %; 1.2% of 330,000 active; AID 652105, 2013; active means max response of -50% or lower; inconclusive means between -30% and -50%; inactive means -30% or higher; further: value at the top dose of about 77 µM; on the % scale 0 is the no-effect control and ±100 the full control effect
Target sequence (P48426 whole entry, looked up): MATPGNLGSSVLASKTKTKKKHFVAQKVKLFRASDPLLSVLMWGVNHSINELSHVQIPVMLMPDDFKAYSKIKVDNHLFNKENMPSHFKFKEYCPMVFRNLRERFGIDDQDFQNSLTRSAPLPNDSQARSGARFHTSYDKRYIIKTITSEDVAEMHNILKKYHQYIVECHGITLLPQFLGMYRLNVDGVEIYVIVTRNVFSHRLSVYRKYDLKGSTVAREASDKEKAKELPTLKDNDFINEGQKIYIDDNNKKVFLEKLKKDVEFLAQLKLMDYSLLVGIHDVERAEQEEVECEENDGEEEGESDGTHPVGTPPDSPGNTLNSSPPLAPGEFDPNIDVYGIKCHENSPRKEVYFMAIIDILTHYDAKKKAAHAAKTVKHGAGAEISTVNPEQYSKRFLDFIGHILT
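Luminescence from ADP-Glo served as readout of PI5P4Kalpha activity in a qHTS format. Reaction: enzyme, substrate, compound, ATP at 5 microM final, 60 min at RT.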
Abeta rescue – qHTS for compounds that reverse cellular toxicity of Amyloid beta (A-beta) peptide in yeast: Primary Screen. 0.063% of 410,000 active. yeast expressing A-beta42, growth rescue, OD600, 48 h; response scale: 0% DMSO, 100% iron-clioquinol control. Potency, µM (titrated, usually from 46.1 µM), for inactives: at the highest dose growth rescue, usual class: activators; further: potency means the concentration at half of the fitted maximal effect; nearly all actives have a fitted effect of over 55% in size
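Yeast growth medium received pinned compounds, then yeast cells expressing toxic A-beta were added; plates incubated at 30 C for 48 hr. Growth read as absorbance at 600 nm, normalized to DMSO and equimolar FeCl3 plus clioquinol controls.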
aSyn yeast inh – qHTS of alpha-syn Inhibitors; Yeast expressing alpha-synuclein, growth rescue, BacTiter-Glo, 24 h; Potency, µM (doses to about 46.1 µM), for inactives: top-dose growth rescue (activation), usual class: activators; 0.14% of 370,000 active; AID 652106, 2013; further: potency means the concentration at half of the fitted maximal effect; % of control where 0% means no effect; nearly all actives have a fitted effect of over 65% in size
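Screening used galactose-induced yeast with toxic alpha-synuclein levels, exposed to compound for 24 hr at 30 deg C. Cell growth, read with BacTiter-Glo luminescence, gave the measured signal.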
EPAC1 antagonist – qHTS for Antagonist of cAMP-regulated guanine nucleotide exchange factor 3 (EPAC1): primary screen | AID 720709, 2013 | EPAC1 GEF assay, Rap1b-BODIPY-GDP exchange fluorescence | Rap guanine nucleotide exchange factor 3 (Homo sapiens), O95398 | 0.14% of 360,000 active | Potency, µM (doses to about 115 µM), without a hit: at the highest dose activity change, negative = inhibition, usual class: inhibitors;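 further: potency means the concentration at half of the fitted maximal effect; plate controls were vehicle for no effect and positive control for full effect; nearly all actives have a fitted effect of over 50% in size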
Starred values were filed as active, the others as inactive; ? = inconclusive; · = no result given; [ ] = remark or other dose. Unless noted, the call rests on the fitted dose curve; in most records, active means well fitted curve in the direction sought with a large enough effect; inconclusive means small, poorly fitted or top-dose-only effect, or another doubt; inactive means no such curve, though single readings can be large; an effect the other way counts as inactive or inconclusive.

Order of values – PLK1 PBD inh | EPAC1 antagonist | IL2 activator | PI5P4Ka inh | FUS yeast rescue | WRN helicase inh | aSyn yeast inh | Abeta rescue | EPAC1 agonist
> CCC1C(=O)Nc2nc(-c3ccccc3)c(-c3ccccc3)n2N=C1C (stereo not given)
  0% | 3% | 0.5 | -6 | 26% | -7% | -18% | -21% | 1%
> O=C(N/C(=C\c1cccc([N+](=O)[O-])c1)C(=O)N(CCO)CCO)c1ccco1
  -1% | -11% | -1.1 | 3 | 10% | -11% | -6% | -18% | -4%
> O=C(Cn1c(NCCO)nc2ccccc21)NCCc1ccc(F)cc1
  -5% | -10% | -0.3 | 6 | -6% | -21% | -1% | 19% | -6%
> Cc1ccc(S(=O)(=O)Oc2ccc(/C=N/NC(=O)c3ccncc3)cc2)cc1
  4% | -1% | -0.4 | 4 | 5% | 1% | -3% | 9% | -1%
> O=C(CSc1nnc(-c2cccs2)n1-c1ccccc1)NCC1CCCO1 (stereo not given)
  -7% | 1% | 2.6 | 0 | -2% | 3% | 1% | 1% | 8%
> CCOc1ccccc1NC(=S)/C(=C(\[O-])c1ccc2c(c1)OCCO2)[n+]1ccc(CC)cc1
  21µM* | -21% | -2.1 | 0 | ? | -5% | -4% | -4% | 6%
> CCc1ccccc1NC(=O)c1ccc2c(O)c(S(=O)(=O)c3ccc(OC)cc3)c(=O)[nH]c2c1
  3.4µM* | 7% | -3.7 | -22 | 7% | -9% | -1% | 12% | 13%
> COc1cc(NC(=S)NC(=O)c2ccco2)ccc1NC(=O)C(C)C
  -12% | 15% | -0.4 | 6 | -4% | -8% | -18% | -7% | 16%
> O=C(NCCO)c1ccc(-c2nnc(N3CCOCC3)c3ccccc23)cc1
  -8% | 11% | -0.1 | 0 | -2% | 2% | 1% | 6% | -7%
> Cc1ccccc1-c1ccc(CN2CCN(C)C(CCO)C2)cc1 (stereo not given)
  0% | 10% | -0.5 | 0 | -17% | 0% | 0% | -6% | -1%
> Cc1noc(C)c1NC(=O)N(C)C[C@H]1Oc2c(NS(=O)(=O)c3cccs3)cccc2C(=O)N([C@H](C)CO)C[C@@H]1C
  -4% | 13% | -2.7 | 4 | 12% | -6% | 0% | -13% | -19%
> COc1ccc(-n2nnc3c(=O)n(Cc4cc(C)ccc4C)cnc32)cc1
  -6% | 2% | -3.6 | · | -3% | -1% | -2% | 4% | -4%
> O=C(NCCc1c[nH]c2ccccc12)OCCCCOC(=O)NCCc1c[nH]c2ccccc12
  -2% | -16% | -0.2 | 24 | 23% | -1% | 0% | 7% | 3%
> N#CC(C#N)=Cc1cn(-c2ncc(C(F)(F)F)cc2Cl)c2ccccc12
  -4% | -6% | -0.5 | 15 | -3% | -9% | -2% | -15% | 9%
> O=C(Nc1ccc(C2=NCCN2)cc1)c1ccc(C(=O)Nc2ccc(C3=NCCN3)cc2)c(Cl)c1
  11% | -2% | -0.3 | -9 | -23% | ? | -8% | -29% | -4%
> CCOC(=O)C1=C(C)NC2=C(C1c1ccc([N+](=O)[O-])cc1)S(=O)(=O)c1ccccc12 (stereo not given)
  -9% | 2% | -1.4 | -6 | 10% | 5% | -2% | -11% | 22%
> Cc1ccc(S(=O)(=O)NC2CC(C)(C)NC(C)(C)C2)cc1
  -4% | -27% | 0.4 | -9 | 2% | -14% | 14% | -7% | -11%
> CN(CC(O)COc1ccc(S(=O)(=O)N2CCOCC2)cc1)C1CCCCC1 (stereo not given)
  -9% | 0% | -0.3 | 1 | 2% | -2% | -2% | 1% | 4%
> O=S1(=O)CCO[C@H]2Cc3ccccc3[C@H]2N1Cc1ccccc1
  0% | -14% | -0.6 | -11 | -4% | 1% | 14% | 1% | 11%
> Cc1csc(NC(=O)C(F)(F)F)n1
  6% | 20% | -0.2 | -1 | 8% | -9%[57.1 µM] | 1% | 0% | 16%
> Cc1ccc(S(=O)(=O)N(CC(O)CN2CCOCC2)c2cc(Cl)ccc2Cl)cc1 (stereo not given)
  -11% | -6% | -2.8 | 8 | 4% | -5% | 14% | 3% | -7%
> COCCNC(=O)C1CCCN(Cc2ccc(C)cc2)CC1 (stereo not given)
  -11% | -7% | 0.6 | -1 | -12% | -1% | 0% | -11% | -1%
> Cc1ccc2c(COC(=O)c3ccc(C)c(C)c3)cc(=O)oc2c1
  -7% | 14% | -0.2 | 2 | 20% | 10% | 2% | 3% | 7%
> C[C@@H]1CN([C@H](C)CO)C(=O)CCCn2cc(nn2)CO[C@H]1CN(C)S(=O)(=O)c1ccc(-n2cccn2)cc1
  ? | ? | -3.8 | -4 | -8% | -2% | 11% | -22% | -23%
> O=C(CCCc1nc2ccccc2s1)NCc1ccc(F)cc1
  -5% | -5% | -1.8 | 1 | 4% | 0% | 11% | ? | 5%
> CCOc1ccccc1CNC(=O)Cn1nc(C)c2c(C)n(-c3ccc(C)cc3)nc2c1=O
  -1% | ? | -0.6 | 2 | -13% | -23% | 1% | -4% | -9%
> COc1ccc(-c2nc3ccccc3c(=O)[nH]2)cc1
  4% | 2% | 2.6 | -3 | -8% | -1% | 1% | -4% | -1%
> CCCCNC(=O)NC1CCCC1
  -12% | 15% | -1.8 | -6 | 28% | 6% | 1% | -1% | 0%
> CC1=C(C(=O)OCc2ccccc2)C(c2cccc(Br)c2)NC(=O)N1 (stereo not given)
  -3% | 16% | 0.6 | 5 | -13% | -5% | 6% | 11% | 15%
> Cc1noc(C)c1S(=O)(=O)N1CCCC(C(=O)N2CCc3ccccc3C2)C1 (stereo not given)
  1% | -10% | -3.6 | 0 | 13% | -5% | -14% | 2% | -1%
> CCCCCOP(=O)(c1ccccc1)c1ccccc1
  -3% | 16% | -0.4 | -6 | 22% | -36%[57.1 µM] | 7% | 29% | -13%
> CCc1ccc2nc(N3CCN(C(=O)C(C)(C)C)CC3)sc2c1
  -4% | 3% | 1.1 | 5 | 0% | -2% | 6% | -20% | 9%
> CC1(c2ccccc2)CC(C)(C)N2C(=O)C(=O)c3cccc1c32 (stereo not given)
  0% | ? | -3.9 | 5 | -4% | -5% | -28% | -13% | 0%
> Cc1sc(NC(=S)NC(=O)c2cccs2)nc1-c1ccc(C(C)C)cc1
  -6% | -7% | -0.3 | · | 13% | -15% | 2% | -5% | 11%
> Cc1noc(C(F)(F)F)c1C(=O)NNC(=O)c1ccccc1
  1% | 11% | -5.3 | 5 | 5% | -2% | 1% | 7% | -4%
> COc1cccc(C2C(C(=O)OCc3ccccc3)=C(C)Nc3ncnn32)c1OC (stereo not given)
  -16% | -11% | -0.6 | 2 | 12% | 3% | 2% | 7% | -4%
> CC(C)Nc1nnc(SCC(=O)Nc2sccc2C#N)s1
  -26% | -15% | -0.2 | ? | -11% | -4%[11.6 µM] | 0% | -15% | 7%
> CCOC(=O)c1c(C(C)(C)C)oc2ccc(OCC#N)cc12
  0% | -26% | -0.1 | 21 | 20% | -8% | 3% | 7% | -13%
> N#CSC(c1ccccc1)c1nc2ccccc2[nH]c1=O (stereo not given)
  -7% | -11% | -1.7 | -16 | 18% | -22% | 7% | -20% | -3%
> O=C(O)CCN(CC(=O)c1ccc(Cl)cc1)S(=O)(=O)c1ccc([N+](=O)[O-])cc1
  3% | -4% | -0.2 | 8 | -15% | 6% | -1% | 0% | -12%
> O=[N+]([O-])c1cc(C=NN2CCCCCC2)ccc1Cl
  -4% | -18% | -0.8 | -4 | -5% | -24% | -6% | 2% | 10%
> O=c1cc(-c2ccc(O)c(O)c2)oc2cc(O[C@@H]3O[C@H](CO)[C@@H](O)[C@H](O)[C@H]3O)cc(O)c12
  -5% | ? | -1.1 | ? | -12% | ? | -4% | -10% | -6%
> COc1ccccc1CNC(=O)CSc1ccc(C(=O)Nc2ccccc2OC)cc1[N+](=O)[O-]
  -4% | 2% | 1.0 | 4 | -3% | -10% | 1% | 21% | -10%
> O=C(Nc1nccs1)c1cnccn1
  -1% | 11% | -2.2 | · | 5% | -4% | 6% | 14% | -4%
> CN1CCC(N(C)C(=O)/C(C#N)=C\c2ccc(OC(F)F)cc2)CC1
  -21% | 6% | -0.4 | 3 | 14% | 14% | -1% | -3% | 3%
> CC1=CC(=O)Nc2ncccc2O1
  -7% | 9% | -3.0 | 2 | -34% | 8% | 7% | 7% | -5%
> COc1ccc(/C=N/n2cc(-c3ccc(OC)cc3)nc2N)cc1
  -10% | -3% | -1.8 | · | ? | -24% | 19% | ? | 11%
> C=CCc1c(O)nc(SCC(=O)c2ccccc2)[nH]c1=O
  ? | 6% | 0.5 | -21 | 29% | -19% | -5% | 21% | 0%
> Cc1cc(C(=O)CSc2nnc3ccccn23)c(C)n1-c1ccccc1
  -4% | 1% | 1.2 | 1 | 15% | 21% | -3% | 3% | -1%
> CNc1ccccc1C(=O)OC(C)C(=O)Nc1ccc(S(=O)(=O)N2CCCC2)cc1 (stereo not given)
  -6% | -4% | 2.4 | -3 | 38% | -11% | -5% | 6% | 7%

Three compounds from above, arranged by their value in PI5P4Ka inh, largest number first.
mol	PI5P4Ka inh
O=C(O)CCN(CC(=O)c1ccc(Cl)cc1)S(=O)(=O)c1ccc([N+](=O)[O-])cc1	8
CCc1ccc2nc(N3CCN(C(=O)C(C)(C)C)CC3)sc2c1	5
Cc1noc(C)c1NC(=O)N(C)C[C@H]1Oc2c(NS(=O)(=O)c3cccs3)cccc2C(=O)N([C@H](C)CO)C[C@@H]1C	4
